# TPT1 inhibitor: inhibitors of Candida albicans tRNA 2'-phosphotransferase TPT1 | inhibition, % at 5 µM | AID 1962 | recombinant caTPT1, FP RNA substrate dephosphorylation | hit rate 0.81% among 300,000;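 active = inhibition above the mean of all tested compounds plus 3 SD, set per screening campaign, cut at about 24% in these data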;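 note: plate controls were DMSO alone for no effect and ferristatin control at 100 nM for full effect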
# PP1 inh: counter-screen for PP5 inhibitors: inhibitors of human PP1-alpha; inhibition, % at 6.7 µM; AID 2235; purified PP1alpha, OMFP fluorescence; P62136; hit rate 0.9% among 320,000;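 active = inhibition above the mean inhibition of all tested compounds plus 3 SD, computed separately for each screening campaign, cut at about 15% in these data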
# PAFAH2 inh: inhibitors of human PAFAH2; Q99487; recombinant PAFAH2, FP-rhodamine activity probe, fluorescence polarization; inhibition, % at 3.39 µM; hit rate 0.99% among 340,000; AID 492956;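 active = inhibition above the mean over all tested compounds plus 3 SD, cut at about 30% in these data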;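 note: inhibitors block probe labeling of enzyme so polarization drops; 0% = enzyme with DMSO and 100% = wells lacking PAFAH2 protein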
# proCasp3 act: activators of human procaspase-3. P42574. recombinant procaspase-3 D3A, Ac-DEVD-pNA absorbance 405 nm. activation, % at 8.5 µM. hit rate 0.11% among 330,000. AID 463141;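 active = activation above the mean of all tested compounds plus 3 SD, cut at about 21% in these data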;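 note: 0% = DMSO alone and 100% = DMSO wells spiked with extra 5 µM PC-3 D3A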
#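 assay system = Procaspase-3 D3A mutant | signal = absorbance at 405 nm, 0 and 120 min | times = 1 h preincubation plus 2 h reaction at 25 °C | repeats = single replicate | read-out = % activation between DMSO and enzyme-spiked controls | medium = Zinc-free HEPES saline buffer with Triton X-100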
# proCasp7 act: counter-screen: procaspase-7 (human) activation; recombinant procaspase-7, Ac-DEVD-pNA absorbance 405 nm; D23A/D198A/D206A triple mutant, cannot self-cleave; scale: DMSO 0, 5 µM enzyme 100; activation, % at 8.5 µM; hit rate 0.093% among 330,000;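 active = percent activation above the screen-wide mean plus 3 SD, cut at about 25% in these data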
#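 Detection: p-Nitroaniline absorbance at 405 nm, read at 0 and 120 min; system: Uncleavable procaspase-7 mutant enzyme; evaluation: % activation from two-timepoint absorbance difference, scaled to controls; times: 1 h enzyme–compound preincubation and 2 h substrate reaction, both 25 °C; buffer or medium: Zinc-free HEPES pH 7.4 with 300 mM NaCl, 0.01% Triton X-100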
# CTSL1 counter: cathepsin L1 inhibition, PFM18AAP counter-screen. hit rate 0.49% among 300,000. inhibition, % at 5.96 µM. recombinant F. hepatica cathepsin L1, Z-Leu-Arg-MCA fluorescence. AID 1906;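 active = inhibition above the mean of all tested compounds plus 3 SD, set per screening campaign, cut at about 17% in these data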;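 note: 0% = plate median of test compound wells and 100% = 1 µM Z-Phe-Ala-diazomethylketone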
# HCV core dimer: blocks dimerization of HCV core protein; hit rate 0.33% among 300,000; inhibition, % at 5 µM; TR-FRET GST/Flag-core106 dimerization, 1536-well;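 active = inhibition above the mean of all tested compounds plus 3 SD, set per screening campaign, cut at about 45% in these data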
#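 Material: GST/Flag-tagged HCV core106 proteins. Incubation: 4 h, 22.5 °C incubation. Read-out basis: inhibition (%) from 671 over 617 nm ratio. Measured by: TR-FRET, excitation 340 nm, emission 617 and 671 nm.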
# AHR act: activates the human aryl hydrocarbon receptor. hit rate 2.5% among 320,000. AHR-responsive luciferase reporter cells, luminescence. activation, % at 5 µM. AID 2796; in the data active = activation above about 47%;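 note: 0% = vehicle wells and 100% = reference agonist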
# Target sequence (P35869 whole entry, looked up): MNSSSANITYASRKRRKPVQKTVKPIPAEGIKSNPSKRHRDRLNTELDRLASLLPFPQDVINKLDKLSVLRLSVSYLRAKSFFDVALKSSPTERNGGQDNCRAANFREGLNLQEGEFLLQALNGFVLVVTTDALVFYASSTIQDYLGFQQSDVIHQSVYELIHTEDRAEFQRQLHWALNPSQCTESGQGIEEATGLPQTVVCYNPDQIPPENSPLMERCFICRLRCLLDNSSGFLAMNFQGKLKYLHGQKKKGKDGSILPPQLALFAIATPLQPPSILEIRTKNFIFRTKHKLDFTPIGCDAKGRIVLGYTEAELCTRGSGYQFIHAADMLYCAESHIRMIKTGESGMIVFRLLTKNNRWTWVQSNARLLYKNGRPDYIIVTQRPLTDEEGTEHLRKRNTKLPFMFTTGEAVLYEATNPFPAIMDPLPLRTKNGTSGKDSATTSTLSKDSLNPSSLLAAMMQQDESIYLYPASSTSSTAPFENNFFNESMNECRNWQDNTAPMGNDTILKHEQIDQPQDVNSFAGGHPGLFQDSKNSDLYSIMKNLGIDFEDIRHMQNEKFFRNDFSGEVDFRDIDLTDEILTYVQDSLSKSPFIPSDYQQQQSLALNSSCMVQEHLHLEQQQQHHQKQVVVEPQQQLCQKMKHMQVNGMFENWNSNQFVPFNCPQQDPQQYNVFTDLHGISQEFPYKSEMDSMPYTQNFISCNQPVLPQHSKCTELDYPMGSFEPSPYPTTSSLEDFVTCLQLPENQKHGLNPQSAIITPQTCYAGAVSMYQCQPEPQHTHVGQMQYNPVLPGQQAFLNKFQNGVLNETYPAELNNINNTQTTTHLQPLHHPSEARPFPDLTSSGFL
# PP5 inh: inhibitors of human protein phosphatase 5 (PP5); purified PP5c, OMFP substrate fluorescence; hit rate 0.18% among 320,000; inhibition, % at 6.7 µM;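 active = inhibition above the campaign's mean inhibition across all tested compounds plus 3 SD, cut at about 9.5% in these data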;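 note: 0% = DMSO only and 100% = 100 µM cantharidin control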
# * marks the source's active call; other numbers are inactive results; / = not tested or not shown.
SMILES,TPT1 inhibitor,PP1 inh,PAFAH2 inh,proCasp3 act,proCasp7 act,CTSL1 counter,HCV core dimer,AHR act,PP5 inh
O=C(C[n+]1cccc(NC(=O)c2ccccc2)c1)c1ccccc1,-2,-1,0,-6,1,3,-6,28,-0.4
CN(C)c1nc(-c2cccnc2)nc(-c2ccc(Cl)cc2)c1C#N,-3,-3,-3,-7,6,0,21,-1,3.5
COc1ccc(S(=O)(=O)Nc2cc3c4c(c2)CCC(=O)N4CCC3)cc1,-5,-2,1,-4,11,-4,2,14,1.6
CCOC(=O)c1cc(-c2ccccc2C)nn1Cc1cc(C)no1,-2,3,-5,6,-2,0,-7,-1,3.8
CCOC(=O)c1ccc(NCCOC)c([N+](=O)[O-])c1,2,1,4,-5,8,-1,3,2,-1.2
Cc1ccccc1-c1nc(-c2cccnc2)no1,1,-2,1,-2,17,-3,2,107*,2.5
Cc1occc1C(=O)NNC(=S)NCC(C)C,3,1,-6,-1,-1,-4,-7,0,1.1
CNC(=S)N/N=C(\C)c1ccccc1,0,-2,-1,14,-7,4,3,3,-1.5
CCOC(=O)c1cc(CC)sc1NC(=O)c1cc([N+](=O)[O-])ccc1N1CCOCC1,-4,-2,-5,0,2,-1,-6,3,0.3
Nc1nc(N2CCN(c3ccc(F)cc3)CC2)n[nH]1,0,0,4,8,10,-3,-3,0,1.7
CCCN(CCC)CCNS(=O)(=O)c1ccc2c(c1)oc(=O)n2C,0,-5,-1,-3,1,-4,-2,-2,2.0
Cc1c(CN2CCC(n3nccc3NC(=O)c3cccc(F)c3)CC2)cnn1C,-1,0,6,0,15,1,-1,2,3.7
O=C(NCc1ccc(F)cc1)c1cnc2sccn2c1=O,0,-3,6,-7,0,0,9,-2,-2.1
CCOc1ccc(S(=O)(=O)Nc2ccc(C(=O)N(C)CC(=O)Nc3ccc(OC)cc3)cc2)cc1,-1,-4,6,6,-2,-1,0,2,0.1
CN(CC(=O)N1CCN(Cc2ccccc2)CC1)C(=O)Cc1ccc(Cl)c(Cl)c1,/,/,5,-5,2,/,/,-1,/
C[C@@H](NC(=O)[C@@H]1Cc2ccccc2CN1)C(=O)Nc1ccc2c(c1)OCO2,1,-6,3,-1,-4,-1,-4,6,1.8
Cc1c(Cl)cccc1NC(=S)N(Cc1cccnc1)Cc1ccccc1Cl,-1,3,4,2,-3,2,-1,1,3.2
CCc1cc(C(=O)N2CCCC(CO)(Cc3ccc(F)cc3)C2)n(C)n1 (stereo not given),2,0,-4,9,4,2,4,-2,1.8
CCc1ccc(-c2cc(C(=O)Nc3ccc(S(=O)(=O)NC(C)=O)cc3)c3ccccc3n2)cc1,-1,1,3,1,2,5,33,7,4.3
O=C(NC1CCC(O)CC1)c1ccc(-c2ccc(Cl)cc2)o1 (stereo not given),-1,-4,1,-8,-1,5,1,10,-0.8
COC1CCN(C(=O)c2cc(COc3ccc(-n4cncn4)cc3)on2)CC1,0,-4,-4,4,7,4,7,-1,1.7
O=C(Nc1ccccc1)N1C2CCC1CC(O)(c1cccnc1)C2 (stereo not given),-1,-6,-5,-3,5,-4,4,-1,7.3
CN1CCN(C(=S)c2cn(CCOc3ccccc3F)c3ccccc23)CC1,1,4,3,-4,8,0,-2,3,-3.1
CCCn1c(SC(C)C(=O)NC2CC2)nnc1-c1ccncc1 (stereo not given),/,-1,-3,2,3,/,/,2,-2.6
CN1CCC(NC(=S)Nc2cccc([N+](=O)[O-])c2)CC1,-2,0,8,-1,-13,2,-2,4,-1.4

# Single records (already shown). Order of screens: TPT1 inhibitor, PP1 inh, PAFAH2 inh, proCasp3 act, proCasp7 act, CTSL1 counter, HCV core dimer, AHR act, PP5 inh
# `CNC(=S)N/N=C(\C)c1ccccc1` reads 0, -2, -1, 14, -7, 4, 3, 3, -1.5
# `CN(CC(=O)N1CCN(Cc2ccccc2)CC1)C(=O)Cc1ccc(Cl)c(Cl)c1` reads /, /, 5, -5, 2, /, /, -1, /
# `Cc1ccccc1-c1nc(-c2cccnc2)no1` reads 1, -2, 1, -2, 17, -3, 2, 107*, 2.5
# `CCc1cc(C(=O)N2CCCC(CO)(Cc3ccc(F)cc3)C2)n(C)n1` (stereo not given) reads 2, 0, -4, 9, 4, 2, 4, -2, 1.8
# `CCCn1c(SC(C)C(=O)NC2CC2)nnc1-c1ccncc1` (stereo not given) reads /, -1, -3, 2, 3, /, /, 2, -2.6

# (further entries)
SMILES,TPT1 inhibitor,PP1 inh,PAFAH2 inh,proCasp3 act,proCasp7 act,CTSL1 counter,HCV core dimer,AHR act,PP5 inh
CCN1C(=O)[C@H]2[C@@H](c3ccc(-c4ccc(Cl)c(Cl)c4)cc3)N[C@@](Cc3ccccc3)(C(=O)OC)[C@H]2C1=O,-3,-1,-6,6,8,-1,11,4,2.3
Fc1ccccc1C1c2cccn2CCN1C(=S)Nc1cccc(Br)c1 (stereo not given),0,-3,1,-3,-27,1,6,-1,-0.4
Cc1sc(N)nc1-c1ccc2c(c1)OCCO2,-1,-2,-10,3,1,3,-3,8,0.9
COc1ccc(-c2nn3c(-c4ccc(F)cc4)nnc3s2)cc1,-1,1,-9,5,0,1,17,-4,1.6
NCc1ccccc1COc1ccccc1,-5,1,4,-1,1,10,-8,2,-11
COc1ccc(N(CC(=O)NCCC2=CCCCC2)S(C)(=O)=O)cc1,-1,-3,-3,2,15,-1,-2,-3,-1.5
CC1(C)C2([N+](=O)[O-])CN(CCO)CC1([N+](=O)[O-])CN(CCO)C2,0,-4,2,0,0,3,-8,0,0.7
Cc1ccc(OCCNC(=O)CNC(=O)c2ccc3c(c2)OCO3)cc1,3,-5,5,-6,11,-2,-4,3,3.6
Cc1c(Cl)cccc1NC(=O)Nc1cnccn1,-2,-6,-7,8,-5,0,-9,26,2.2
CCOc1ccc(NC(=O)CCNS(=O)(=O)c2ccc3c(c2)oc(=O)n3C)cc1,-1,0,2,5,5,3,6,1,-0.2
Cc1nc(SCC(=O)Nc2ccc(CN3CCCC3)cc2)c2c(C)c(C)sc2n1,/,-1,9,2,-3,/,/,-1,-0.5
CCOC(=O)C1CCCc2c1[nH]c1c(C(N)=O)cccc21 (stereo not given),2,-6,7,4,-9,-2,0,11,3.5
CC(C)CC(C(=O)OCC(=O)c1c(N)n(C)c(=O)n(C)c1=O)N1C(=O)C2CC=CCC2C1=O (stereo not given),6,-4,-6,-2,-3,9,-6,-3,-1.6
Cc1cccc(C)c1Nc1nnc(SC(C)C(=O)Nc2c(C)n(C)n(-c3ccccc3)c2=O)s1 (stereo not given),-1,0,-2,3,-6,4,7,-1,-1.9
CCn1c(SCC(=O)Nc2cc(C)on2)nc2c(c1=O)SC(C)C2 (stereo not given),4,0,3,11,1,-1,-2,-1,4.2
COc1nc(N2CCOCC2)nc(-n2cccc2)n1,-2,0,-5,-2,-2,-1,-4,16,1.4
Clc1cccc(NC2=NCCC2)c1,-1,-1,4,-1,1,-3,0,0,-0.2
Cc1ccc(CNC(=O)CN(C(=O)C2(C)CC(=O)N=C3C=CC=CN32)c2cc(C)ccc2C)cc1 (stereo not given),-1,-2,-4,2,-3,-1,5,2,1.7
O=C(N/N=C/c1ccccc1)C(O)c1ccccc1 (stereo not given),2,-2,-2,6,9,-1,-5,20,2.6
Cn1c(SCc2ccccc2Cl)nc2ccccc21,-4,-4,-6,-9,5,-7,-1,-1,-0.1
COCCCNC(=O)CN1C(=O)COc2ccc(S(=O)(=O)N3CCOCC3)cc21,-4,0,-11,-5,10,-1,-11,0,-0.6
CCCN(CC(=O)Nc1ccccc1C)C(=O)c1ccc(S(=O)(=O)N2CCCC2)cc1,-5,-3,3,18,1,2,1,6,1.1
O=S(=O)(Nc1ncccn1)c1ccc(NC(=S)NCCc2ccccc2)cc1,5,-5,3,-1,-3,-1,1,3,2.6
Cc1ccc2cc(CN(CC3CCCO3)C(=S)Nc3ccccc3)c(=O)[nH]c2c1C (stereo not given),-2,3,-8,-9,3,2,5,51*,0.5
Cc1[nH]c2ccc(F)cc2c1CCN(Cc1cccnc1)C(=S)Nc1ccccc1,-1,-4,-1,4,7,-6,-1,7,1.2

# Other records
SMILES,TPT1 inhibitor,PP1 inh,PAFAH2 inh,proCasp3 act,proCasp7 act,CTSL1 counter,HCV core dimer,AHR act,PP5 inh
CC(=O)CSc1nc2ccccc2s1,1,-3,-1,-4,-1,-2,1,25,1.1
CCOc1ccc(NC(=O)c2ccccc2NS(=O)(=O)c2ccc(F)cc2)c([N+](=O)[O-])c1,-1,2,1,-2,1,2,15,2,1.4
CCCCN1C(=O)C(NC(=O)C2CC2)(C(F)(F)F)C2=C1CC(C)(C)CC2=O (stereo not given),-2,-2,4,1,1,-2,-3,-3,2.8
CCc1cccc(C)c1NC(=O)CNCc1ccccc1,1,0,1,1,8,3,5,1,0.2
O=C(CSCc1ccc(F)cc1)N1CCN(c2ccccc2)CC1,1,-1,2,3,6,-3,0,-1,1.3
O=S(=O)(c1ccc(Oc2ccc(Br)cc2F)nc1)N1CCCCC1,-2,4,-12,0,9,2,9,6,-0.4
COc1ccc(/C=C/C(=O)NCCCc2ccccc2)cc1OC,-4,8,1,2,-9,1,-6,3,5.0
O=C(COC(=O)CN1C(=O)C2CCCCC2C1=O)NNC(=O)c1ccc(Cl)cc1 (stereo not given),-4,0,0,0,3,-9,-8,2,0.6
CNCc1ccccc1Sc1ccc(OC)c(OC)c1,-4,1,4,7,6,3,-11,-3,3.4
O=C(CCNC(=O)N1CC(=O)Nc2ccccc21)NCCc1cccc(F)c1,1,-2,6,-8,9,-1,-2,1,1.0
O=C(Nc1cccc(C(F)(F)F)c1)c1cc[n+]([O-])cc1,0,-3,1,2,0,2,-3,5,-1.6
Cc1nc([N+](=O)[O-])c(SCC(N)=O)n1Cc1ccccc1,3,-1,-2,-5,7,4,-4,0,-2.0
CC(C)N1CCN(Cc2ccc3nsnc3c2)CC1CCO (stereo not given),-2,-3,2,-1,-1,2,3,0,0.8
O=C(NCCc1cccnc1)C1CCC(=O)N(Cc2cccc(C(F)(F)F)c2)C1 (stereo not given),-4,0,-3,1,3,1,-12,0,3.6
N#Cc1nc(COc2ccc(F)cc2)oc1N1CCCC1,-3,-2,-21,-4,6,-2,-2,-1,3.4
CC1CCCC(C)N1C(=O)COC(=O)c1cccnc1Cl (stereo not given),/,/,4,-2,11,/,/,-1,/
Cc1c(C)n(C)c2ccc(C(=O)N3CCN(c4ccccc4)CC3)cc12,-3,1,-6,9,0,1,11,-1,1.1
Cc1cc2c(c(=O)o1)C(CCC1CCCCC1)C(C#N)=C(N)O2 (stereo not given),14,-1,/,-1,11,-2,4,0,1.8
O=C(c1ccc2c(c1)OCCO2)N1CCN(Cc2c(F)cccc2Cl)CC1,/,-4,9,-8,4,/,/,0,-1.1
Nc1nccc(-c2ccc(-n3cnc4ccccc43)cc2)n1,4,-6,1,2,4,5,3,48*,-0.2
CN(C)C(C)(C)C#CCCCCC#CC(C)(C)N(C)C,-2,-5,3,7,-5,0,-10,0,-2.8
